Source: PubChem
rTrxR1 inhibitor: rat TrxR1 inhibition | O89049 | recombinant rTrxR1, NADPH fluorescence consumption, selenite substrate | Potency, µM (titrated, usually from 114 µM), without a hit: at the highest dose activity change, negative = inhibition, most hits filed as inhibitors | 390,000 compounds, 1% hits; also: potency is read from the fitted curve at half-maximal effect; % is scaled to controls: 0 for no effect and ±100 for the full control effect; nearly all actives have a fitted effect of over 65% in size
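Rat TrxR1 (90 nM in the dispensed reagent) was pre-reduced with 400 uM NADPH for 5 min at room temperature, then incubated with compound for 15 min. After 400 uM selenite was added, NADPH fluorescence (Ex 340/Em 450 nm) was followed for 8 min.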
IDH1 R132H inh: inhibitors of human mutant IDH1 R132H. IDH1-R132H enzyme, NADPH consumption, diaphorase/resazurin fluorescence. Potency, µM (highest dose often 76.6 µM), inactives show at the top dose activity change, negative = inhibition, actives largely listed as inhibitors. 390,000 compounds, 0.093% hits. O75874; also: potency is read from the fitted curve at half-maximal effect; % is scaled to controls: 0 for no effect and ±100 for the full control effect; nearly all actives have a fitted effect of over 65% in size
Target sequence (O75874 whole entry R132H, stated change not applied): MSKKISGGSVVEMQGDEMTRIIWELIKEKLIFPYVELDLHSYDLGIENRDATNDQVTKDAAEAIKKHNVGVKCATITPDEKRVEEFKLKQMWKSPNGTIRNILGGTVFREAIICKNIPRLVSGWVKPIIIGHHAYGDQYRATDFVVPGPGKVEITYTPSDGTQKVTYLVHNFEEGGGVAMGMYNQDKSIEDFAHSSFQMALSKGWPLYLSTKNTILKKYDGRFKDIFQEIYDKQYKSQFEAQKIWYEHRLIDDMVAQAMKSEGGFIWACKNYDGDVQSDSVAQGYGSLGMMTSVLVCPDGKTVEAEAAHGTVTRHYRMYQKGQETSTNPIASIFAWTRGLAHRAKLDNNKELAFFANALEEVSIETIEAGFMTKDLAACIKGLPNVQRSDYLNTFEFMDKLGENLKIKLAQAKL
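IDH1-R132H (0.5 ug/mL) preincubated 30 min with compound, then NADPH (0.016 mM) and alpha-KG (2 mM) added; 80 min at RT, pH 7.5. Remaining NADPH coupled via diaphorase/resazurin to fluorescence (540/590 nm); concentration-response curves normalized to no-enzyme control.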
D2 antagonist: antagonists of human D2 dopamine receptor | HEK293 TREx D2 cells, calcium flux, dopamine EC80 | inhibition, % at 10 µM | 340,000 compounds, 2% hits; in the data active = inhibition above about 30%; also: 0% is about no effect
Target sequence (P14416 whole entry, looked up): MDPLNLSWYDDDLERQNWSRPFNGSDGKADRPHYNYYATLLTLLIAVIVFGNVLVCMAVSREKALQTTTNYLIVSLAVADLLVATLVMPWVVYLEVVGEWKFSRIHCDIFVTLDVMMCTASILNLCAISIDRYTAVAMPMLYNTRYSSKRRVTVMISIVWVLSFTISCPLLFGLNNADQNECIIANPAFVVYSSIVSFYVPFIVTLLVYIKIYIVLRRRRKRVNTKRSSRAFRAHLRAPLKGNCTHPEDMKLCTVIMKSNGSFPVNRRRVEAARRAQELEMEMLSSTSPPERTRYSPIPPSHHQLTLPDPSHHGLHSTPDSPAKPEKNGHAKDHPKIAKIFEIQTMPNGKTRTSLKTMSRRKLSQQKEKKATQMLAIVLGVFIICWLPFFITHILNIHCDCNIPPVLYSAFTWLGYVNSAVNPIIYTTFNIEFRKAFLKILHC
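Cells plated overnight at 30 C with tetracycline; no-wash calcium dye, 30–90 min RT; 10 s baseline; compound pinned; 180 s read; EC80 dopamine added; another 180 s read.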
D2 agonist: D2 dopamine receptor (human) agonism; activation, % at 2 µM; 340,000 compounds, 0.53% hits; HEK293 T-REx D2 cells, calcium flux agonist mode; AID 485358;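 active = activation over 3 SD above normal in the single-dose calcium agonist read, cut at about 30% in these data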; also: 0% is about no effect
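Agonism is scored from calcium flux in a force-coupled, inducible HEK293 cell line expressing D2, read kinetically for 180 s after compound addition against dopamine controls.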
TrxR1 substrate: rat thioredoxin reductase 1 substrate activity. O89049. purified TrxR1 substrate turnover, NADPH consumption readout. Potency, µM (doses to about 114 µM), without a hit: at the top dose activity change, negative = substrate turnover. 390,000 compounds, 0.01% hits; also: potency is read from the fitted curve at half-maximal effect; % is scaled to controls: 0 for no effect and ±100 for the full control effect; nearly all actives have a fitted effect of over 50% in size
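Rat TrxR1, dispensed at 90 nM, was prereduced with 400 uM NADPH (final) for 5 min at ~22 deg C, then incubated with compound 15 min before 400 uM selenite. A first-read NADPH fluorescence drop versus no-compound background flagged substrates.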
USP1-UAF1 inh: USP1/UAF1 (human) deubiquitinase inhibition; AID 743255; O94782; recombinant USP1/UAF1, Ub-Rhodamine cleavage fluorescence; Potency, µM (top dose mostly 57.1 µM), for inactives: top-dose activity change, negative = inhibition, actives largely listed as inhibitors; 390,000 compounds, 0.23% hits; also: potency is read from the fitted curve at half-maximal effect; % is scaled to controls: 0 for no effect and ±100 for the full control effect; nearly all actives have a fitted effect of over 60% in size; inactives centre near -12
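1 nM enzyme complex + cpd, 15 min RT; start with Ub-Rho 150nM final; kinetic fluorescence ex 480/em 540, 6 reads q60 s. Buffer 50mM HEPES pH 7.8, 0.5mM EDTA, 0.1 mg/ml BSA, 1mM TCEP, 0.01% Tween-20.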
TRHR agonist: activates the human TRH receptor; 360,000 compounds, 0.18% hits; TRHR cells, calcium flux fluo-8, FDSS agonist mode; activation, % at 2 µM; in the data active = activation above about 30%; also: 0% is about no effect
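Fluo-8-loaded TRHR cells; 10 s baseline, compound added, kinetic Ca2+ fluorescence read 1/s, agonist mode.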
TRHR PAM: TRH receptor (human) allosteric enhancement. P34981. TRHR cells, fluo-8 calcium fluorescence, EC20 TRH enhancement. enhancement, % at 2 µM. 360,000 compounds, 0.66% hits. AID 493056; in the data active = enhancement above about 30%; also: 0% is about no effect
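TRHR-expressing cells loaded with fluo-8 calcium dye were read kinetically (ex 480/em 530) during compound addition, then stimulated with an EC20 of TRH (10 nM final). Enhancement of the Gq-mediated intracellular calcium response was scored.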
Pin1 inh: human Pin1 inhibition; Q13526; Potency, µM (highest dose often 115 µM), without a hit: at the highest dose activity, negative = inhibition, hits mostly inhibitors; Pin1 FP peptide displacement, HiFluor488, 10 min; 390,000 compounds, 0.009% hits; active = well fitted inhibition curve with a large enough effect in the polarisation, with a control signal flat, not every such curve was filed as active; inconclusive = small, poorly fitted or top-dose-only effect, or effect the other way, or a change in a side signal; inactive = no such curve, though single readings can be large or run the other way; the % refers to the polarisation; also: potency is read from the fitted curve at half-maximal effect; % is scaled to controls: 0 for no effect and ±100 for the full control effect
Target sequence (Q13526 whole entry, looked up): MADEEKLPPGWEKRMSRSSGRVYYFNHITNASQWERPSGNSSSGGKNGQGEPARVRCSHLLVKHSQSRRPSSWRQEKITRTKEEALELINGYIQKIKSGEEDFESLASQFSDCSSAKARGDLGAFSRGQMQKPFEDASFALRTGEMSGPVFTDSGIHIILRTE
* hit, by the source's call; ? = inconclusive; nt = not tested or not shown; [ ] = dose if it differs, or a comment. Unless noted, calls follow the shape of the dose curve; as a rule, active = well fitted inhibition curve with a large enough effect; inconclusive = small, poorly fitted or top-dose-only effect; inactive = no such curve, though single readings can be large or run the other way. The list is partial (hit frequency here may not be typical).

SMILES	rTrxR1 inhibitor	IDH1 R132H inh	D2 antagonist	D2 agonist	TrxR1 substrate	USP1-UAF1 inh	TRHR agonist	TRHR PAM	Pin1 inh
O=C(NC1CCCCC1)N(Cc1nc2ccccc2c(=O)[nH]1)C1CCCC1	13%[11.4 µM]	-7%	-1	0.1	2%[11.4 µM]	-2%	-1.2	-9	-4%
O=C(Cc1ccc([N+](=O)[O-])cc1)N1CCN(c2ccc([N+](=O)[O-])cc2)CC1	3%	6%	-1	-1.9	-10%	0%	0.2	-7	-8%
Clc1nc(Nc2ccccc2)nc(Nc2ccccc2)n1	8%[57.1 µM]	3%	-9	-0.7	8%[57.1 µM]	-7%	-1.3	0	2%
O=C(NCc1c[nH]c2ccccc12)c1ccccc1	20%	0%	nt	nt	10%	-26%	nt	nt	-2%
COc1ccc(C(=O)N2CCc3ccc(NC(=O)c4ccccn4)cc3C2)cc1F	4%	-4%	-1	0.4	-7%	-24%	1.8	-11	1%
O=C(CSc1ncc(-c2ccc(F)cc2)[nH]1)Nc1cccc(O)c1	10%	10%	nt	nt	9%	-11%	-0.7	1	-1%
CC(C)N1CCN(Cc2cccn2-c2ccccn2)CC1CCO (configuration not stated)	13%	-10%	-12	-1.3	5%	-17%	0.9	0	-4%
CCCN1CCN(CCCNC(=S)Nc2ccc(OC)cc2)CC1	-5%	-3%	-23	0.1	8%	-19%	0.8	6	0%
CCN(CC(=O)Nc1c(F)cccc1F)C(=O)CN1c2cccc3cccc(c23)S1(=O)=O	-7%	0%	-2	0.1	10%	-18%	-0.3	0	-5%
C=CCn1c(C#N)c(N)sc1=N	-3%	3%	-2	0.4	-3%	-14%	0.0	-4	-2%
CC(=O)c1sc(NC(=O)CCN2C(=O)c3ccccc3C2=O)nc1C	9%	0%	-4	0.0	7%	-18%	0.2	-1	2%
CCOc1ccc(C2C(C(=O)O)CCC(=O)N2C2CCCCC2)cc1 (configuration not stated)	27%[57.1 µM]	5%	-3	0.0	-15%[57.1 µM]	-13%	0.4	-1	-3%
O=C(Cn1c(-c2ccccc2)noc1=O)Nc1ccc(S(=O)(=O)N2CCOCC2)cc1	1%	2%	19	-0.9	-7%	-22%	0.7	3	-4%
CC(C)Cc1nn2c(=O)cc(COC(=O)c3ccc(NC(=O)C4CCCCC4)cc3)nc2s1	6%[57.1 µM]	-5%	nt	nt	-3%[57.1 µM]	-11%	1.0	-1	-9%
CCCNC(=O)c1cnc(Sc2ncc(C(F)(F)F)cc2Cl)n1C	7%	1%	-4	0.3	1%	-3%	1.9	0	?
CC(C)(C)NC(=O)c1cc2c(ccc3ccccc32)oc1=O	42%	9%	nt	nt	72%[activator][57.1 µM]	-10%	0.0	-4	5%
COCCNC(=O)c1noc2c1CCc1cc(OC)ccc1-2	?	3%	-14	-0.6	5%	6%	0.0	-1	1%
COC(CNC(=O)C(=O)Nc1cc2c3c(c1)CC(=O)N3CCC2)OC	7%	2%	-4	-0.3	0%	-21%	-0.6	3	5%
Cc1nn(-c2ccccc2)c(C)c1NC(=O)COC(=O)CCCOc1ccccc1	3%	5%	4	0.0	-1%	-14%	-0.3	-4	-3%
O=C(COC(=O)c1cccs1)Nc1ccccc1C(F)(F)F	35%	0%	nt	nt	6%	-22%	0.8	11	1%
CCN(CC)c1nc(Oc2ccc(C(=O)OC)cc2)nc(N2CCOCC2)n1	21%	2%	5	-0.4	-3%	-22%	0.5	9	3%
Cc1ccc2occ(CC(=O)N(Cc3ccc(Cl)cc3)Cc3ccco3)c2c1	-4%	-8%	nt	-1.2	-7%	-26%	-1.3	3	2%
C[C@H](CO)N1C[C@H](C)[C@@H](CN(C)C(=O)NC2CCCCC2)Oc2ccc(NS(C)(=O)=O)cc2C1=O	4%[57.1 µM]	-13%	nt	nt	5%[57.1 µM]	-4%	nt	nt	6%
COC(=O)c1ccc(Cl)c(NC(C)=O)c1	9%	3%	-8	0.2	7%	-3%	0.7	-6	1%
CCCOC(=O)Nc1sc2c(c1C(=O)OCC)CCC2	5%	0%	7	0.0	8%	-16%	0.8	12	3%
CCN(c1ccccc1)S(=O)(=O)c1cc(CN2C(=O)c3cccnc3C2=O)ccc1OC	16%	-1%	-5	0.1	-1%	-20%	-0.6	-3	1%
COc1cc(/C=C2\SC(c3ccc(C)cc3)=NC2=O)cc(OC)c1O	5%[57.1 µM]	7%	16	0.7	6%[57.1 µM]	?	1.1	-8	?
O=C(O)C1CCCCC1C(=O)Nc1ccc(-c2ccccc2)cc1 (configuration not stated)	4%[57.1 µM]	9%	-7	-0.5	3%[57.1 µM]	-16%	-0.3	1	-3%
CCOCCCNC(=O)C(c1ccc(OC)cc1)N(Cc1ccc2c(c1)OCO2)C(=O)c1ccc(NC(C)=O)cc1 (configuration not stated)	12%	10%	nt	nt	9%[2.29 µM]	-6%	0.3	2	-1%
COc1ccccc1CC(=O)Nc1ccc(-c2noc(COc3cccc(C)c3C)n2)cc1	27%	-2%	-2	2.0	2%	-18%	1.4	3	25%
NS(=O)(=O)c1ccc(CNC(=S)Nc2ccc(Cl)c(Cl)c2)cc1	2%	22%	-8	1.0	11%	?	0.7	-5	1%
COc1ccc(C(=O)NNC(=O)C(=O)NCc2ccccc2)cc1	17%[57.1 µM]	5%	-12	0.0	-5%	-13%	-0.6	4	-3%
Cc1ccc(C(=O)NCC(=O)OCC(=O)Nc2ccc3[nH]c(=O)[nH]c3c2)cc1	-4%	-1%	nt	nt	-9%	-7%	-0.1	-4	1%
COC(=O)[C@@H](NC(=O)N(C1CCCCC1)C1CCCCC1)C(C)C	9%	5%	9	0.3	3%	-6%	0.7	-5	-7%
CC1(C)Cc2c(cnn2-c2ccc(F)cc2)C(NC(=O)C2CCC2)C1 (configuration not stated)	-2%	9%	-2	-1.6	-9%	-14%	-0.3	-3	-7%
CCCCSc1nc2sc3c(c2c(=O)[nH]1)CCC3	27%	10%	-10	1.5	13%	-3%	0.7	-5	11%

Molecules above containing a CF3 group:
SMILES	rTrxR1 inhibitor	IDH1 R132H inh	D2 antagonist	D2 agonist	TrxR1 substrate	USP1-UAF1 inh	TRHR agonist	TRHR PAM	Pin1 inh
CCCNC(=O)c1cnc(Sc2ncc(C(F)(F)F)cc2Cl)n1C	7%	1%	-4	0.3	1%	-3%	1.9	0	?
O=C(COC(=O)c1cccs1)Nc1ccccc1C(F)(F)F	35%	0%	nt	nt	6%	-22%	0.8	11	1%

(cont.)
SMILES	rTrxR1 inhibitor	IDH1 R132H inh	D2 antagonist	D2 agonist	TrxR1 substrate	USP1-UAF1 inh	TRHR agonist	TRHR PAM	Pin1 inh
CSc1nc2[nH]c3c(c2c2nnnn12)CCCC3	-16%	2%	20	-0.2	-4%	-16%	-0.5	-6	0%
COCCCN1C(=O)C2C(C(=O)Nc3cccc(Cl)c3)C3C=CC2(O3)C1C(=O)NC1CCCCC1 (configuration not stated)	18%[57.1 µM]	-4%	4	-0.2	7%[57.1 µM]	-18%	0.1	5	-13%
COc1cc(NC(=O)C2CCN(C(=O)c3sc4nc[nH]c(=O)c4c3C)CC2)cc(OC)c1OC	6%[57.1 µM]	-10%	nt	0.3	1%[57.1 µM]	-9%	0.2	-6	0%
CC(=O)c1cc2c(cc1NC(=O)c1ccc(C)cc1)OCO2	nt	nt	7	1.4	nt	nt	0.6	-1	nt
Cc1cc(C)cc(NC(=O)COC(=O)CCC2CCCC2)c1	8%	0%	-9	0.2	-7%	-13%	0.0	-8	3%
Cn1c(=O)c2c(-c3ccccc3)n(Cc3cccnc3)cc2n(C)c1=O	-20%	1%	-13	0.4	2%	-9%	1.3	-2	-1%
CCOc1ccc(CNC(=O)CCc2c(C)nn(-c3ccc(N4CCOCC4)nn3)c2C)cc1	11%[57.1 µM]	-16%	nt	-0.5	7%[57.1 µM]	-10%	0.0	-15	-2%
O=C(NN=Cc1c(O)ccc2ccccc12)c1ccc2c(c1)OCO2	14%	18%	nt	nt	-2%	-3%	nt	nt	64%[activator]
Cc1ccc(/C=N/n2c(C)nc3ccccc3c2=O)s1	nt	nt	5	-0.4	nt	nt	0.6	0	nt
O=c1nc2ccc(Cl)cn2c2ccc(S(=O)(=O)N3CCOCC3)cc12	92%	-3%	14	0.2	717%[activator]	-4%	-0.3	-9	?
Brc1ccc(-c2nnc3n2CCCCC3)cc1	18%[57.1 µM]	4%	22	-1.0	11%[57.1 µM]	-14%	-0.5	0	-5%
O=C(NCCCn1ccnc1)c1cc(-c2ccc3c(c2)OCO3)on1	20%	4%	nt	nt	4%	-15%	0.6	-8	-5%
CCC1=NN(C(=O)c2ccccc2Br)C(O)(c2ccc(Br)cc2)C1 (configuration not stated)	-8%[57.1 µM]	4%	-15	-1.4	-10%[57.1 µM]	5%	0.9	3	1%
CCOc1ncccc1C(=O)Nc1ccc(S(=O)(=O)N2CC(C)CC(C)C2)cc1 (configuration not stated)	26%	-11%	nt	nt	5%	5%	nt	nt	1%
Cc1cccc(NC(=O)CCS(=O)(=O)c2ccc3c(c2)NC(=O)CS3)n1	0%	2%	39*	-0.1	-1%	-26%	0.8	0	?
COc1ccc(/C=C/C(=O)c2cc(Cl)cc(Cl)c2O)c(OC)c1	8%	2%	8	-0.1	6%	-21%	0.3	-1	28%
COc1ccc(C(=O)CN2CCN(c3ccc(Cl)cc3)CC2)cc1OC	-17%	-1%	-5	1.2	7%	?	0.4	4	-10%
O=C(Cc1ccccc1)Nc1cc(Cl)ccc1Sc1ccccc1	-12%	3%	0	0.4	-8%	-12%	1.8	11	-6%
O=C1NC(Cc2c[nH]c3ccccc23)C(=O)N1Cc1ccc(CN2C(=O)NC(Cc3c[nH]c4ccccc34)C2=O)cc1 (configuration not stated)	11%	4%	-16	-0.9	-3%	-4%	0.4	-6	16%
